# Tb PFK inh: qHTS Assay to Find Inhibitors of T. brucei phosphofructokinase. T. brucei PFK, ADP-Glo luminescence. 330,000 tested, 0.17% active. Potency, µM (highest dose often 57.5 µM), for the others: at the highest dose activity, negative = inhibition, most hits filed as inhibitors. ATP-dependent 6-phosphofructokinase (Trypanosoma brucei brucei), O15648;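 further: potency means the concentration at half of the fitted maximal effect; 0% = uninhibited 1x PFK enzyme wells and -100% = no-enzyme wells; nearly all actives have a fitted effect of over 60% in size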
# Target sequence (O15648 whole entry, looked up): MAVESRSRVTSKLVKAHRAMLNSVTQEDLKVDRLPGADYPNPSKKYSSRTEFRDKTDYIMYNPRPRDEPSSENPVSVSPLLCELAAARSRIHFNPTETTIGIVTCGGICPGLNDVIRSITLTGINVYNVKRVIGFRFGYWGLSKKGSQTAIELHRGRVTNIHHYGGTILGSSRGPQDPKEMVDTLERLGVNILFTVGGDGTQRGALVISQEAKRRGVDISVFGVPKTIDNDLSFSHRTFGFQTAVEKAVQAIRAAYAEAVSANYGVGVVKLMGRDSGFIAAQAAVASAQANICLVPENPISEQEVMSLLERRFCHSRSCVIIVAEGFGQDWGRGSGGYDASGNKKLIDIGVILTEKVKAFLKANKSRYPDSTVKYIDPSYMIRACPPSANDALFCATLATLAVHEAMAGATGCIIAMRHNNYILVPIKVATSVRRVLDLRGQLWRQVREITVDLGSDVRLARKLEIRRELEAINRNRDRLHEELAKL
#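 PFK 1.25 nM, F6P 0.5 mM, ATP 0.1 mM, 0.1 M TEA pH 8.0, 5 mM MgCl2, 0.01% Tween20, 0.1% BSA; 45 min RT. ADP-Glo readout. qHTS titration up to 57 uM; curves fitted, compounds curve-classed.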
# Eya2 phos inh: qHTS Assay for Inhibitors of the Phosphatase Activity of Eya2; Protein phosphatase EYA2 (Homo sapiens), O00167; recombinant Eya2, OMFP fluorescence dephosphorylation (OMFP is methylfluorescein phosphate); Potency, µM (top dose mostly 76.9 µM), inactives show at the top dose activity, negative = inhibition, hits mostly inhibitors; 330,000 tested, 0.006% active; AID 488837, 2010; further: potency means the concentration at half of the fitted maximal effect; on the % scale 0 is the no-effect control and ±100 the full control effect
# Target sequence (O00167 whole entry, looked up): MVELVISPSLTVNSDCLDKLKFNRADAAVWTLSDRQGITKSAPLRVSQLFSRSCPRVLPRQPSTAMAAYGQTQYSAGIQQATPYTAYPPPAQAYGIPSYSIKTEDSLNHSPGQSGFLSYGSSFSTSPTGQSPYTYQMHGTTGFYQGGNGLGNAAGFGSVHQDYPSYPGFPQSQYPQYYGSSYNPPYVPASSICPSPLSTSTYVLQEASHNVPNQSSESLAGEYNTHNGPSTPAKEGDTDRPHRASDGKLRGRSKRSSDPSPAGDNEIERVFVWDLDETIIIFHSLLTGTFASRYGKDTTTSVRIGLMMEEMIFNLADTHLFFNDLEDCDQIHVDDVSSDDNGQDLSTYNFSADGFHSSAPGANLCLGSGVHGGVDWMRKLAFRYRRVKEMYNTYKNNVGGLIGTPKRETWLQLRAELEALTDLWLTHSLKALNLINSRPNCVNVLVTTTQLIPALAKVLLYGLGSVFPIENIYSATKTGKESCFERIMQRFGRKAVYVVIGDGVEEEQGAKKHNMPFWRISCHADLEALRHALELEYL
#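 Eya2 protein (added as 0.2 uM solution) was preincubated with compound for 10 min at ambient temperature in 50 mM HEPES pH 7.5, 50 mM NaCl, 5 uM MgCl2, 0.05% BSA, 1 mM DTT. OMFP (added at 50 uM) then reacted 10 min; fluorescence read at 485/525 nm.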
# uPA generation: qHTS for Inhibitors of Cell Surface uPA Generation; cell surface uPA generation assay, qHTS; Potency, µM (top dose mostly 38.3 µM), inactives show at the top dose activity change, negative = inhibition, most hits filed as inhibitors; 330,000 tested, 0.31% active; AID 540303, 2011; active means well fitted inhibition curve with a large enough effect; inconclusive means small, poorly fitted or top-dose-only effect; inactive means no such curve, though single readings can be large or run the other way; tested in mouse RAW 264.7 cells; further: potency means the concentration at half of the fitted maximal effect; on the % scale 0 is the no-effect control and ±100 the full control effect; nearly all actives have a fitted effect of over 55% in size
# BCR signal inh: qHTS Assay to Find Inhibitors of Chronic Active B-Cell Receptor Signaling; Potency, µM (highest dose often 46.1 µM), inactives show top-dose ratio change, negative = lower green/red ratio, most hits filed as inhibitors; ABC-DLBCL IkBa-CBG/CBR reporter, luminescence ratio, 4 h; AID 493014, 2011; 340,000 tested, 0.05% active; active means well fitted inhibition curve with a large enough effect in the signal ratio, with a control signal flat, not every such curve was filed as active; inconclusive means small, poorly fitted or top-dose-only effect, or effect the other way, or a change in a side signal; the % refers to the signal ratio;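 further: potency means the concentration at half of the fitted maximal effect; plate controls were basal doxycycline-induced cells for no effect and cells given 10 µM MG132 for full effect; MG132 reads +100%, hits lower the ratio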
#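 TMD8 human ABC-DLBCL cells with doxycycline-inducible IκBα–green luciferase fusion and unfused red luciferase, in 0.5% FBS medium; compounds up to 46 uM, 4 h at 37C. Green/red luminescence ratio, filter-overlap corrected, fitted to concentration-response curves.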
# TSHR antagonist: Antagonists of the Thyroid Stimulating Hormone Receptor: HTS campaign | TSHR-expressing cells, TSH-stimulated cAMP HTRF, 2 h; hits give low values | AID 504810, 2011 | 330,000 tested, 0.2% active | activity change, negative = inhibition, % at 11.5 µM | Thyrotropin receptor (Homo sapiens), P16473;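 active means activity change below a set negative limit, meaning inhibition stronger than a set level, cut at about -70% in these data; inconclusive means activity change between two set negative limits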; further: on the % scale 0 is the no-effect control and ±100 the full control effect
#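 TSHR-expressing cells were treated with compounds, then stimulated with TSH at EC80 (4nM final) for 2 hours at 37 deg C. Cellular cAMP was measured by HTRF competition between lysate cAMP and cAMP-d2 for a cryptate-labelled anti-cAMP antibody.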
# USP2a inh: qHTS Assay for Inhibitors of Ubiquitin-specific Protease USP2a Using CHOP2 as the Reporter | 330,000 tested, 0.01% active | Ubiquitin carboxyl-terminal hydrolase 2 (Homo sapiens), O75604 | AID 463254, 2010 | USP2 core, Ub-CHOP2 coupled fluorogenic reporter, 485/531 | Potency, µM (titrated, usually from 38.3 µM), without a hit: at the top dose activity change, negative = inhibition, most hits filed as inhibitors;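 further: potency means the concentration at half of the fitted maximal effect; plate controls were DMSO wells for no effect and full inhibition by NEM control for full effect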
#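 Cell-free coupled assay: 10nM USP2 core preincubated 30min RT with compound in Tris-HCl pH 8.0/CaCl2/CHAPS buffer, then 25nM Ub-CHOP2 and 25nM reporter substrate; fluorescence (Ex 485/Em 531) read after 60min RT, normalized to NEM inhibition, concentration-response curves fitted.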
# B2AR arrestin: qHTS assay of beta-arrestin-biased ligands of beta2-adrenergic receptor. beta-arrestin recruitment to beta2AR, cell-based reporter. Beta-2 adrenergic receptor (Homo sapiens), P07550. Potency, µM (doses to about 46.1 µM), inactives show at the top dose activation, actives largely listed as activators. 330,000 tested, 0.02% active;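 further: potency means the concentration at half of the fitted maximal effect; 0% = DMSO controls and full agonism = EC100 isoproterenol or metaproterenol; nearly all actives have a fitted effect of over 65% in size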
# ELG1 DNA repair: qHTS screen for small molecules that inhibit ELG1-dependent DNA repair in human embryonic kidney (HEK293T) cells expressing luciferase-tagged ELG1; HEK293T ELG1-luciferase reporter, luminescence, 16 h; DNA damage induced by 5-fluorouridine; Potency, µM (top dose mostly 46.1 µM), without a hit: at the highest dose activity change, negative = inhibition, most hits filed as inhibitors; AID 504467, 2011; 330,000 tested, 2.3% active; further: potency means the concentration at half of the fitted maximal effect; on the % scale 0 is the no-effect control and ±100 the full control effect; nearly all actives have a fitted effect of over 55% in size
#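 Overnight (16 hr) co-exposure of 2,000 cells/well to 5-fluorouridine and compound at 37 °C preceded detection. Luciferase was quantified via ONE-Glo luminescence; loss of signal denotes inhibition.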
# Mito fusion act: qHTS Assay for Small Molecule Inhibitors of Mitochondrial Division or Activators of Mitochondrial Fusion | Potency, µM (series often up to 46.1 µM), inactives show top-dose growth rescue (activation), most hits filed as activators | S. cerevisiae fusion-defective mutant growth rescue, CellTiterGlo 48 h | AID 485298, 2010 | 320,000 tested, 0.23% active;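 further: potency means the concentration at half of the fitted maximal effect; % of control where 0% means no effect; nearly all actives have a fitted effect of over 45% in size; temperature-sensitive fusion mutants such as fzo1-1 at 37 °C on non-fermentable ethanol glycerol medium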
#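 Temperature-sensitive fusion-defective S. cerevisiae (e.g. fzo1-1, mgm1-5) were grown with compound in YPEG medium (3% ethanol, 3% glycerol) for 48 hours at 37C. Growth rescue was measured as viability by CellTiterGlo luminescence after 10 minutes at ambient.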
# TSG101-PTAP inh: qHTS Assay for Iinhibitors of HIV-1 Budding by Blocking the Interaction of PTAP/TSG101; Tumor susceptibility gene 101 protein (Homo sapiens), Q99816; Fluorescence polarization, FITC-PTAP peptide / Tsg101 binding; Potency, µM (doses to about 115 µM), for inactives: at the highest dose activity change, negative = inhibition, hits mostly inhibitors; 340,000 tested, under 10 active; active means well fitted inhibition curve with a large enough effect in the main read-out, with a control signal flat, not every such curve was filed as active; inconclusive means small, poorly fitted or top-dose-only effect, or effect the other way, or a change in a side signal; inactive means no such curve, though single readings can be large or run the other way; further: potency means the concentration at half of the fitted maximal effect; % of control where 0% means no effect
#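 Fluorescence polarization binding of Tsg101 binding domain (10 uM final) to FITC-labeled PTAP peptide (50 nM final) in HEPES pH 7.5 buffer with NaCl, Tween 20, EDTA, TCEP. Compounds added before peptide; binding 20 min at RT.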
# TCR activator: Activators of T cell receptors: qHTS campaign. 330,000 tested, under 10 active. Potency, µM (highest dose often 9.22 µM), without a hit: at the highest dose activation of IL-2 secretion, usual class: activators. AID 504894, 2011. primary human leukocytes, anti-CD3, IL-2 HTRF, 48 h; further: % of control where 0% means no effect
#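 HTRF read-out of IL-2 secretion: europium cryptate donor excited at 320nm, d2 acceptor emission at 665nm. Cells were primary human leukocytes incubated 48 hr with compounds and a-CD3 beads, supplying TCR signal only.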
# * marks the source's active call; other numbers are inactive results; ? = inconclusive; · = no result given; [ ] = another dose, or the depositor's remark. Unless noted, the call rests on the fitted dose curve; in most records, active means well fitted curve in the direction sought with a large enough effect; inconclusive means small, poorly fitted or top-dose-only effect, or another doubt; inactive means no such curve, though single readings can be large; an effect the other way counts as inactive or inconclusive.
SMILES,Tb PFK inh,Eya2 phos inh,uPA generation,BCR signal inh,TSHR antagonist,USP2a inh,B2AR arrestin,ELG1 DNA repair,Mito fusion act,TSG101-PTAP inh,TCR activator
CCc1c(C)nc(SC/C=C/c2ccccc2)[nH]c1=O,-4.7%,2.9%,?,?,-21.9,-1.5%,0.0%,?,-22.4%,-3.7%,-2.8%
COc1c(F)c(F)c(C(=O)Nc2ccc3oc(-c4ccncc4)nc3c2)c(F)c1F,13.5%,-15.4%,5.7%,9.7%,-5.0,-1.1%,0.1%,4.6%,0.9%,-4.2%,15.5%
Cc1ccc2c(=O)cc(C(=O)Nc3ccc(S(=O)(=O)Nc4onc(C)c4C)cc3)oc2c1,?,-20.7%,3.7%,9.7%,7.2,0.0%,-1.1%,?,-0.6%,-2.8%,4.1%
CCOC(=O)C1CCN(C(=O)/C(=C/c2ccccc2)NC(=O)c2ccccc2)CC1,-0.3%,-0.9%,10.0%,4.3%,-6.0,-1.9%,0.3%,-10.8%,2.1%,-12.9%,·
NS(=O)(=O)c1ccc(CCNC(=O)C2CCN(S(=O)(=O)c3c(Cl)cccc3Cl)CC2)cc1,0.7%,-9.5%,4.5%,4.8%,6.3,0.6%,-0.6%,-14.3%,1.6%,0.0%,7.4%
CC(C)CN(C(=O)CSc1nc2ccccc2o1)c1c(N)n(Cc2ccccc2)c(=O)[nH]c1=O,-2.0%,-3.3%,-4.1%,?,16.6,0.2%,3.2%,-21.5%,0.4%,2.6%,-0.3%
COC(=O)c1sccc1NC(=O)COc1ccc(Cl)cc1Cl,0.0%,-2.0%,3.2%,?,18.7,1.2%,-1.0%,?,3.5%,0.3%,0.3%[46.1 µM]
Cc1ccc(C2CC(=O)NC(SCc3ccccc3)=C2C#N)o1 (stereo unspecified),-1.3%,8.6%,-14.1%,?,-13.7,-12.9%,-1.0%,-6.9%,11.1%,-1.5%,-13.3%
CCn1cc(C(=O)O)c(=O)c2cc(F)c(N3CCN(C(=S)NC(=O)c4ccccc4Br)CC3)cc21,-5.0%,8.4%,-11.0%,-0.3%,18.6,-0.4%,-1.4%,-22.4%,-5.6%,-1.6%,-1.1%
CCN(CC)S(=O)(=O)c1ccc(OCCNS(C)(=O)=O)cc1,0.7%,-19.3%,1.3%,-16.5%,-0.3,2.3%,0.1%,-2.9%,1.6%,-0.2%,-4.0%
CN1CCN(S(=O)(=O)c2ccc(NC(=S)NC(=O)C3CCC3)cc2)CC1,-3.4%,-6.3%,1.3%,3.7%,-6.1,2.2%,-0.3%,-7.6%,6.1%,0.8%,-3.0%[46.1 µM]
Cc1ccc2c(CSc3nnc4ccccn34)cc(=O)oc2c1C,11.4%,1.6%,-12.5%,-1.8%,-0.7,1.6%,1.3%,?,-0.9%,3.5%,1.7%[46.1 µM]
Cc1ccc2c(c1)C(c1ccncc1)=NNC(c1cccnc1)=N2,-2.1%,12.4%,6.8%,-9.0%,10.6,2.2%,-0.2%,?,5.4%,-0.2%,-1.5%
CCCN1CCC(=O)N([C@H](CSc2ccccc2)Cc2ccccc2)CC1,-0.2%,11.4%,-9.1%,?,2.4,2.3%,-0.1%,12.1%,-6.5%,-1.3%,0.2%
CC(C)Cn1c(N)c(C(=O)CSc2ncnc3sc4c(c23)CCCC4)c(=O)n(C)c1=O,-0.6%,-3.1%,-2.8%,5.7%,19.0,1.4%,-1.5%,22.7%,-1.9%,4.6%,-2.3%[46.1 µM]
Cc1cc(C(=O)Nc2ccc3c(c2)OCO3)cs1,-6.3%,-7.3%,-27.5%,?,-3.1,4.7%,-0.1%,?,3.6%,-7.7%,·
COC(=O)[C@H](CCSC)NC(=O)NCc1ccc(S(N)(=O)=O)cc1,0.5%,-2.2%,·,5.2%,-9.2,1.5%,-1.3%,4.2%,2.9%,-4.0%,4.0%
N#CCCN1C(=O)C2(OCCO2)c2ccccc21,-2.5%,-8.7%,6.7%,?,-0.8,4.6%,0.2%,-6.9%,3.0%,-3.9%,-3.3%
COc1ccc(C(=O)N/C(=C/c2cccs2)C(=O)NCCCn2ccnc2)cc1OC,-9.7%,-4.7%,·,0.1%,-4.7,2.5%,0.5%,-11.4%,-0.9%,-6.2%,-2.2%
O=C(Nc1cc(Sc2ccccn2)cc([N+](=O)[O-])c1)c1cccc(F)c1,0.6%,1.2%,-9.8%,?,-10.6,2.7%,-1.4%,?,17.8µM*,-3.7%,0.9%[46.1 µM]
O=C(CSc1n[nH]c(=O)[nH]c1=O)N1CCCCCC1,-2.1%,4.2%,-1.5%,10.7%,2.8,0.7%,0.4%,-3.2%,-2.8%,-1.6%,15.9%
Cc1ccccc1C(O)c1cccnc1 (stereo unspecified),0.0%,-2.5%,-0.9%,0.7%,10.3,3.0%,0.0%,-9.0%,-3.1%,-1.1%,1.7%[46.1 µM]
COc1ccccc1N1CCN(C2CC(=O)N(C)C2=O)CC1 (stereo unspecified),1.4%,-3.5%,-0.7%,10.7%,5.0,2.2%,0.0%,19.8%,7.3%,-1.7%,-0.5%
Cc1cc(C(C)(C)C)oc1C(=O)N(CC(=O)NC1CCCC1)c1c(C)cccc1C,-8.6%,-42.0%,-9.2%,?,-7.7,2.0%,0.1%,-9.0%,8.9%,-3.7%,2.8%
CCCCN(CCCNC(=O)c1ccc2nc(N3CCOCC3)sc2c1)Cc1ccccc1,0.0%,-1.9%,-8.9%,9.4%,6.8,-6.8%,0.7%,-26.5%,-1.9%,2.3%,3.6%
Brc1ccccc1/C=N/Nc1ccc2ccccc2n1,-11.2%,1.3%,-0.7%,?,0.4,-6.6%,0.0%,?,19.5%,-0.8%,-1.5%[46.1 µM]
COc1ccc(C2(CNC(=O)CCC(=O)O)CCCC2)cc1OC,1.1%,-3.4%,0.7%,?,-0.5,2.4%,0.0%,1.4%,-2.1%,-9.0%,-1.9%
O=C(CSc1nncc2ccccc12)N1CCOCC1,2.9%,-2.4%,-6.3%,?,-3.8,0.6%,-0.1%,7.5%,2.7%,-8.7%,-2.0%
COc1ccc(NC(=O)c2ccccc2Cl)cc1NC(=O)CN1CCOCC1,-2.7%,-9.7%,-8.0%,?,6.1,0.0%,0.2%,-15.8%,1.6%,-0.1%,0.9%
COc1ccc(C2CC(=O)N3CN(c4ccccc4F)CSC3=C2C#N)cc1OC (stereo unspecified),-6.9%,-0.8%,6.9%,?,0.2,4.47µM*,-0.7%,0.7%,1.2%,-0.6%,-0.7%
O=S(=O)(c1cccc2c(S(=O)(=O)N3CCCC3)cccc12)N1CCCC1,-3.3%,-13.9%,-1.8%,?,-3.8,1.0%,-0.3%,?,-1.6%,-4.4%,-2.0%

# Bioassay records deposited in PubChem BioAssay by National Center for Advancing Translational Sciences (NCATS).

# The order is random; about 3% have a hit in one of these screens.
